Growth percent in the NCI-60 one-dose screen (48 h, 10 µM unless noted): 100 = growth as untreated, 0 = no growth, -100 = all killed.
MALME-3M: MALME-3M melanoma; hit rate 5.8% among 78,000
LOX IMVI: LOX IMVI melanoma; hit rate 7.4% among 79,000
UACC-62: UACC-62 melanoma | hit rate 5.4% among 81,000
UACC-257: UACC-257 melanoma. hit rate 4.4% among 78,000
SK-MEL-28: SK-MEL-28 melanoma | hit rate 4.1% among 81,000
HS 578T: HS 578T breast cancer; hit rate 4.1% among 78,000
SK-MEL-2: SK-MEL-2 melanoma. hit rate 4.7% among 77,000. AID 1794763
SK-MEL-5: SK-MEL-5 melanoma. hit rate 6.4% among 80,000
* = called active by the depositor; nt = not tested or not shown; & = joins results of further samples; [ ] = another dose, or the depositor's remark. How the source made its calls: active means growth percent below 10; inactive means the rest.

A first look:
SMILES | MALME-3M | LOX IMVI | UACC-62 | UACC-257 | SK-MEL-28 | HS 578T | SK-MEL-2 | SK-MEL-5
CC(=O)OC1OC(COC(c2ccccc2)(c2ccccc2)c2ccccc2)C(OC(C)=O)C(OC(C)=O)C1OC(C)=O (configuration not stated) | 100 | 87 | 83 | 101 | 111 | 98 | 102 | 85
C=CCCCCCCCCC(=O)[O][Sn]([CH2]CCC)([CH2]CCC)[CH2]CCC | -80* | -91* | -90* | nt | -94* | -46* | -71* | nt
COc1cc2c(cc1OC)C(Cc1cc(OC)c(OC)cc1[N+](=O)[O-])=NCC2 | 101 | 75 | 84 | 102 | 93 | 88 | 93 | 94

This part in full, previewed entries included:
SMILES | MALME-3M | LOX IMVI | UACC-62 | UACC-257 | SK-MEL-28 | HS 578T | SK-MEL-2 | SK-MEL-5
CC(=O)OC1OC(COC(c2ccccc2)(c2ccccc2)c2ccccc2)C(OC(C)=O)C(OC(C)=O)C1OC(C)=O (configuration not stated) | 100 | 87 | 83 | 101 | 111 | 98 | 102 | 85
C=CCCCCCCCCC(=O)[O][Sn]([CH2]CCC)([CH2]CCC)[CH2]CCC | -80* | -91* | -90* | nt | -94* | -46* | -71* | nt
COc1cc2c(cc1OC)C(Cc1cc(OC)c(OC)cc1[N+](=O)[O-])=NCC2 | 101 | 75 | 84 | 102 | 93 | 88 | 93 | 94
COc1ccc(CNC2CCCCC2)cc1OC | 104 | 107 | 107 | 93 | 106 | 102 | 107 | 90
O=c1[nH]c2ccccc2cc1-c1nnc(-c2ccc(Cl)cc2)o1 | 96 | 97 | 85 | 114 | 115 | 104 | 101 | 102
O=C(NCCCNC(=O)OCc1ccc2c(Cl)cc(Cl)c(O)c2n1)OCc1ccc2c(Cl)cc(Cl)c(O)c2n1 | 69 | 29 | 19 | 84 | 51 | 79 | 64 | 51
Cc1nc(NCc2ccccc2)c2cc[nH]c2n1 | 103 | 101 | 99 | 112 | 116 | 100 | 86 | 103
O=[N+]([O-])c1ccc(-c2noc(-c3cccs3)n2)cc1 | 92 | 86 | 77 | 100 | 100 | 60 | 106 | 83
c1ccc2scnc2c1 | nt | 95 | 108 | 112 | nt | 115 | 104 | 109
CC(=O)OC(C)CC(C)(C)OC(C)=O (configuration not stated) | 107 | 101 | 105 | 97 | 107 | 116 | 110 | 112
Oc1[nH]c2ccc(Cl)cc2c1/C=c1/ccc2c(c1)N=C(c1cccs1)N=2 | nt | 43 | 54 | 48 | 71 | 59 | 73 | 53
O=C(CCCOc1ccc(Cl)cc1Cl)Nc1ncc(Cc2cccc(Cl)c2Cl)s1 | 107 | 98 | 85 | 102 | 105 | 105 | 117 | 102
COc1ccc(-c2ncnc3c2ncn3C/C=C/Cn2cnc3c(-c4ccc(OC)cc4)ncnc32)cc1 | 93 | 92 | 92 | 103 | 112 | 122 | 94 | 89
NS(=O)(=O)c1ccc(Nc2nc(N/N=C/c3ccc(-n4ccnc4)cc3)nc(Nc3ccccc3)n2)cc1 | 110 | 114 | 114 | 110 | 123 | 129 | 135 | 106
Cc1ccc(C(=O)c2ccc(Cl)cc2)cc1 | nt | 99 | nt | 98 | 103 | 105 | nt | 95
CC12CCc3c(ccc4cc(O)ccc34)C1CCC2=O (configuration not stated) | 115 | 99 | 67 | 92 | 70 | 33 | 101 | 102
CCCCCCCCCCCCCCCCC(Oc1ccc(Cl)cc1Cl)C(=O)O (configuration not stated) | 95 | 93 | 99 | nt | 105 | 100 | 115 | 109
Nc1ccccc1CO | 103 | 99 | 100 | 103 | 100 | 93 | 114 | 94
CCCCCCCCNC(=O)c1ccc(Cn2c(CCCC)nc3c(N)nc4ccccc4c32)cc1 | -83* | -86* | 23 | -70* | -94* | 87 | 95 | -97*
CN(C)C1(C)C=CC2CC1C2(C)C (configuration not stated) | 90 | 93 | 100 | 105 | 100 | 102 | 93 | 102
COC(=O)C(CCSc1ccccc1)C(=O)OC | 97 | 103 | 87 | 116 | 96 | 112 | 117 | 103
Cc1ccc(S(=O)(=O)N2CCCCC2)cc1 | 98 | 94 | 100 | 105 | 112 | nt | 115 | 104
CCOC(=O)CCCCCCCCC(=O)Nc1ccc(-n2[nH]c(=O)cc2C)cc1 | 97 | 91 | 90 | 100 | 99 | 96 | 98 | nt
COc1cc2c(cc1OC)C1=NN(C(=O)Nc3ccc(Br)cc3)C(c3ccncc3)C1C2 (configuration not stated) | 112 | 98 | 106 | 103 | 118 | nt | 112 | 97
NC(Cc1ccc(Cl)cc1)C(=O)O (configuration not stated) | 119 | 103 | 101 | 96 | 115 | 110 | 106 | 117

Full records, quoted from the list. Order of values: MALME-3M | LOX IMVI | UACC-62 | UACC-257 | SK-MEL-28 | HS 578T | SK-MEL-2 | SK-MEL-5
COc1ccc(CNC2CCCCC2)cc1OC is listed with 104 | 107 | 107 | 93 | 106 | 102 | 107 | 90
O=C(NCCCNC(=O)OCc1ccc2c(Cl)cc(Cl)c(O)c2n1)OCc1ccc2c(Cl)cc(Cl)c(O)c2n1 is listed with 69 | 29 | 19 | 84 | 51 | 79 | 64 | 51
CC12CCc3c(ccc4cc(O)ccc34)C1CCC2=O (configuration not stated) is listed with 115 | 99 | 67 | 92 | 70 | 33 | 101 | 102
Cc1ccc(C(=O)c2ccc(Cl)cc2)cc1 is listed with nt | 99 | nt | 98 | 103 | 105 | nt | 95

Further results:
SMILES | MALME-3M | LOX IMVI | UACC-62 | UACC-257 | SK-MEL-28 | HS 578T | SK-MEL-2 | SK-MEL-5
COc1ccc2cc(Br)ccc2c1 | 116 | 121 | 110 | 97 | 116 | 106 | 103 | 107
O=C(O)c1cn(C2CC2)c2cc(N3CCN(Cc4nc5c(cnn5-c5ccc(Cl)cc5)c(=O)[nH]4)CC3)c(F)cc2c1=O | 106 | 97 | 85 | 103 | 100 | 98 | 116 | 98
O=C1c2c(c3c4ccc(Br)cc4oc3c3[nH]c4ccccc4c23)C(=O)N1O | 1.9* | 6.5* | -2.6* | 84 | -0.1* | 18 | 20 | -72*
CN1C(CC(=O)c2ccccc2)CCCC1CC(O)c1ccccc1 (configuration not stated) | 97 | 100 | 106 | 117 | 119 | 115 | 112 | 97
Cc1nccnc1Sc1ccccc1 | 113 | 107 | 106 | 113 | 123 | 110 | 119 | 102
C[Si](C)(C)Cc1ccccc1 | 115 | 102 | nt | 112 | 128 | 120 | 163 | 108
COC(=O)/N=c1\cc(N2CC=CCC2)nc(N)n1O | 97[100 µM] | 104[100 µM] | 99[100 µM] | 95[100 µM] | 110[100 µM] | 86[100 µM] | 113[100 µM] | 99[100 µM]
CCCCCCCC(=O)OC1CCCCC1C (configuration not stated) | 83 | 103 | 103 | nt | 100 | 94 | 115 | 98
O=C(NNc1ccc(-c2ccccc2)nn1)Nc1ccc(Cl)cc1 | 96 | 94 | 99 | 102 | 104 | 100 | 110 | 102
N#C/C(=C\c1ccc(N(c2ccccc2)c2ccccc2)cc1)C(N)=O | 110 | 79 | -47* | -56* | 104 | 99 | 23 | 31
COc1ccc(-c2nc(NN3C(=O)C=CC(=O)OC3c3ccc([N+](=O)[O-])cc3)[nH]c(=O)c2Br)cc1 (configuration not stated) | 98 | nt | 99 | 105 | 109 | 105 | 110 | 97
O=S(=O)(Cc1ccc(CS(=O)(=O)c2ccc(Cl)cc2)cc1)c1ccc(Cl)cc1 | 100 | 111 | 92 | 98 | 110 | 110 | 112 | 103
FC(F)(F)c1ccc(-c2nc(CSc3nc4ccccc4s3)no2)cc1 | 93 | 95 | 90 | 114 | 113 | 112 | 102 | 100
CN(C)CCCc1ccc(Nc2cnn(C)c(=O)c2Cl)cc1 | 89 | 101 | 99 | 98 | 111 | 105 | 112 | 93
O=S(=O)(Nc1ccc(Cl)nn1)c1ccc(NC2=NC3C=CC=CC3S2)cc1 (configuration not stated) | 114 | 89 | 82 | 111 | 115 | 106 | 116 | 99
COc1cc2c(c(OC)c1OC)C1c3ccccc3NC(=O)N1CC2 (configuration not stated) | 91 | 96 | 103 | 103 | 101 | 100 | 89 | 102
COc1cc2nc(N3CCC[C@H](NC(=O)C4COc5ccccc5O4)C3)nc(N)c2cc1OC (some centres not stated) | 105&92 | 98&96 | 107&108 | 94&112 | 105&104 | 107&110 | 113&91 | 103&95
CS(=O)(=O)N1CCN(c2nc(-c3ccccc3)nc3nc(-c4ccccc4)oc23)CC1 | 129 | 103 | 110 | 112 | 116 | 124 | 112 | 102
O=C(Nc1sc2c(c1C(=O)NCc1cccs1)CCCC2)c1ccccc1 | 108 | 98 | 92 | 100 | 90 | 92 | 101 | 90
Cc1ccc(-c2csc3nc(C)c(CCCl)c(=O)n23)cc1 | 107 | 89 | 88 | nt | 113 | 83 | 95 | 90
Cn1c2c(c3ccccc31)CCCC2 | 98&105 | 103&100 | 103&103 | 100&109 | 104&109 | 99&116 | 93&109 | 103
COCCOC(=O)c1ccc2nc([C@@H](C)[C@H]3CC[C@H]4[C@@H]5CCC6=CC(=O)CC[C@]6(C)[C@H]5CC[C@]34C)[nH]c2c1 | 89 | 83 | 66 | 83 | 81 | 76 | 101 | 59
CCC(C#N)N(Cc1ccc(CN(C(=O)c2ccccc2)C(C#N)CC)cc1)C(=O)c1ccccc1 (configuration not stated) | 95 | 89 | 51 | 104 | 92 | 89 | 85 | 89
CC[N+](C)(C)Cc1ccccc1Br | nt | 109 | 104 | 94 | 116 | nt | nt | 123
Cc1c(Nc2nnc(SCC(=O)Nc3sc4c(c3C#N)CCCC4)s2)c(=O)n(-c2ccccc2)n1C | 119 | 89 | 93 | 116 | 107 | 109 | 106 | 102

Next entries follow:
SMILES | MALME-3M | LOX IMVI | UACC-62 | UACC-257 | SK-MEL-28 | HS 578T | SK-MEL-2 | SK-MEL-5
Cn1cc(-c2nc(-c3c[nH]c4ncccc34)cs2)c2cccnc21 | 85 | 54 | 59 | 105 | 91 | nt | 53 | 58
CCSC(=N)N=Nc1ccc(O)cc1 | nt | 77 | 73 | 97 | 100 | 86 | 94 | 98
C=CCOC(CN(CC)CC)CN(CC)CC | 110 | 103 | 99 | 89 | 105 | 86 | 114 | 120
O=C1OC(C(O)CO)C(O)=C1O (configuration not stated) | 93 | 99 | 88 | nt | 114 | 114 | 70 | 73
CN=C(NC)c1ccc(NC(=O)c2ccc(C(=O)Nc3ccc(C(=NC)NC)cc3)cc2)cc1 | 109 | 107 | 96 | 136 | 114 | 112 | 88 | 97
Fc1cnccc1C1CC(c2ccc(N3CCNCC3)cc2)=NN1 (configuration not stated) | 93 | 94 | 82 | 83 | 116 | 89 | 93 | 86
COc1c(O)c(O)cc2c3c(oc12)CC(c1ccc2c(c1)OCO2)CC3=O (configuration not stated) | 96 | 25 | 4.1* | 55 | 47 | 94 | 70 | 31
COC(=O)[C@]12CC[C@@H](C)[C@H](C)[C@@H]1C1=CC(=O)[C@@H]3[C@@]4(C)C[C@@H](O)[C@H](O)[C@@]5(C)COC(=C45)C[C@@]3(C)[C@]1(C)CC2 | 68 | 57 | nt | nt | nt | 50 | 34 | 41
CC1=[O+][B-](F)(F)Oc2cc(C)oc(=O)c21 | 96 | 94 | 96 | 101 | 100 | 99 | 106 | 101
CCOC(=O)c1cc(C(=O)c2ccc(OC)c(OC)c2)n2ccc(/C=C/c3ccncc3)cc12 | 100 | 97 | 98 | 113 | 105 | 101 | 108 | 99
Cc1c(/C=C/C(=O)c2ccc3ccccc3c2)[n+]([O-])c2cc(F)ccc2[n+]1[O-] | 109 | 80 | 97 | 124 | 103 | 98 | 104 | 100
CCCCCCC(CC)(C(=O)O)C(=O)O | 104 | 100 | 103 | 102 | 97 | 107 | 91 | 100
COC(=O)[C@H]1Cc2c([nH]c3ccccc23)[C@@H](c2cccnc2)N1 | 101 | 99 | 95 | 109 | 104 | 99 | 110 | 100
O=C(O)CC=C(c1ccccc1)c1ccccc1 | 88 | 91 | 97 | 75 | 108 | 91 | 75 | 102
COc1ccc(C(=O)/C=C/c2cccc(Cl)c2)cc1S(N)(=O)=O | 28 | -87* | -3.4* | -30* | -26* | 95 | 81 | nt
CN(C)CCOc1cccc(OCCN(C)C)n1 | 111 | 98 | 94 | 97 | 123 | 105 | 95 | 103

Part of the list above, with two lines to a compound.
Second line of a record – MALME-3M, LOX IMVI, UACC-62, UACC-257, SK-MEL-28, HS 578T, SK-MEL-2, SK-MEL-5
O=[N+]([O-])c1ccc(-c2noc(-c3cccs3)n2)cc1
  92, 86, 77, 100, 100, 60, 106, 83
c1ccc2scnc2c1
  nt, 95, 108, 112, nt, 115, 104, 109
CC(=O)OC(C)CC(C)(C)OC(C)=O (configuration not stated)
  107, 101, 105, 97, 107, 116, 110, 112
Oc1[nH]c2ccc(Cl)cc2c1/C=c1/ccc2c(c1)N=C(c1cccs1)N=2
  nt, 43, 54, 48, 71, 59, 73, 53
O=C(CCCOc1ccc(Cl)cc1Cl)Nc1ncc(Cc2cccc(Cl)c2Cl)s1
  107, 98, 85, 102, 105, 105, 117, 102
COc1ccc(-c2ncnc3c2ncn3C/C=C/Cn2cnc3c(-c4ccc(OC)cc4)ncnc32)cc1
  93, 92, 92, 103, 112, 122, 94, 89
NS(=O)(=O)c1ccc(Nc2nc(N/N=C/c3ccc(-n4ccnc4)cc3)nc(Nc3ccccc3)n2)cc1
  110, 114, 114, 110, 123, 129, 135, 106

Source: PubChem
